AmpC no deterg = AmpC beta-lactamase inhibition without detergent; P00811; AmpC nitrocefin hydrolysis, absorbance 480 nm, 0.0001% Triton; Potency, µM (highest dose often 57.1 µM), for the others: at the top dose activity change, negative = inhibition, usual class: inhibitors; actives 0.52% (n = 330,000); AID 485341;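 also: potency is read from the fitted curve at half-maximal effect; plate controls were no compound for no effect and no enzyme for full effect; nearly all actives have a fitted effect of over 20% in size; some results filed as inactive show a strong effect at the top dose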
Target sequence (P00811 whole entry, looked up): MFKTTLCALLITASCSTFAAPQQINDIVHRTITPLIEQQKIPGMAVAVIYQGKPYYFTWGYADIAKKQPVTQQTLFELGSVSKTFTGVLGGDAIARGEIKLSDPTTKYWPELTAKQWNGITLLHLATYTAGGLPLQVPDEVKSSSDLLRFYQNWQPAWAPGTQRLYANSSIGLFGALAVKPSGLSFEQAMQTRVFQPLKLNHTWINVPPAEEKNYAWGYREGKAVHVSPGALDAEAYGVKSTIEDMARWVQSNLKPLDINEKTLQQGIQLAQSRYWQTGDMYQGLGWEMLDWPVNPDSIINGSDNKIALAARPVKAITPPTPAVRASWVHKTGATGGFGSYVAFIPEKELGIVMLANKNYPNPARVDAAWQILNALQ
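20 mM phosphate pH 7.0 + 0.01% (detergent screen) or 0.0001% Triton X-100; 5.3 nM AmpC reagent; cpd preinc 15 min RT; nitrocefin (800 uM stock) to start; A480 q20 s × 4 min; Activity was normalised to no-enzyme and no-compound control wells.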
AMA1 RON2 block = disrupts binding of P. falciparum AMA1 to RON2; actives 0.2% (n = 360,000); AlphaScreen AMA1-biotinylated RON2 peptide binding; Potency, µM (top dose mostly 58.2 µM), without a hit: top-dose activity change, negative = inhibition, actives largely listed as inhibitors;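 also: potency is read from the fitted curve at half-maximal effect; 0% = vehicle wells and -100% = peptide control; nearly all actives have a fitted effect of over 45% in size; some results filed as inactive show a strong effect at the top dose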
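AMA1 (3D7) with his tag at 25 nM final met compounds first, then biotinylated RON2 peptide at 25 nM; detection used donor plus acceptor beads, 10 µg/mL apiece, read by AlphaScreen after 30 min at room temperature.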
Sm TGR inh = inhibitors of Schistosoma mansoni thioredoxin glutathione reductase. Q962Y6. purified TGR, DTNB reduction, TNB absorbance 405 nm. Potency, µM (doses to about 114 µM), for inactives: at the top dose activity change, negative = inhibition, usual class: inhibitors. actives 3% (n = 360,000); also: potency is read from the fitted curve at half-maximal effect; nearly all actives have a fitted effect of over 60% in size
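First, TGR (20 nM dispensed) and NADPH were mixed with compound. Second, a 15 min room-temperature incubation followed. Third, further NADPH and then DTNB were added to start the reaction. Finally, TNB absorbance was monitored kinetically.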
Giardia FBPA inh = blocks Giardia fructose-bisphosphate aldolase activity; actives 0.71% (n = 290,000); Potency, µM (highest dose often 59.6 µM), for the others: at the highest dose activity, negative = inhibition, most hits filed as inhibitors; purified Giardia FBPA; A8B2U2; also: potency is read from the fitted curve at half-maximal effect; nearly all actives have a fitted effect of over 55% in size
Target sequence (A8B2U2 whole entry, looked up): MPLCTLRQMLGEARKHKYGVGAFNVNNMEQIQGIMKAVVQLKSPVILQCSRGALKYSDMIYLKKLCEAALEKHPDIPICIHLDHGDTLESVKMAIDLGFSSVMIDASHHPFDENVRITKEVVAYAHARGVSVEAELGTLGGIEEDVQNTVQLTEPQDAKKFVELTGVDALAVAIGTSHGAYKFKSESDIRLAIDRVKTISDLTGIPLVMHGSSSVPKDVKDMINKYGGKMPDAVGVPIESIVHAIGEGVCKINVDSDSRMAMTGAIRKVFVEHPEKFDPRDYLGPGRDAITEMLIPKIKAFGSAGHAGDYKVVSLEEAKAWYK
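40 nM FBPA preincubated 10 min at RT with compound (up to 57.5 uM final), then substrate plus GAPDH/TPI/NAD/arsenate coupling and diaphorase/resazurin added. Fluorescence read after 20 min at RT, 525/598 nm.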
HCMV antiviral = blocks human cytomegalovirus replication; actives 4.5% (n = 410,000); HFF cells, HCMV-luciferase reporter, 72 h; hits give low values; activity change, negative = inhibition, % at 57.5 µM; in the data active = activity change below about -60%; inconclusive = no clear call, values can overlap the other calls; inactive = above about -39%
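Inhibition of viral replication was scored as loss of reporter luminescence in HFFs infected with HCMV-luciferase (MOI 1 PFU/cell) for 72 h; compounds tested at 2 doses, normalized to buffer and Salinomycin controls.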
AmpC inh detg = AmpC beta-lactamase inhibition with detergent present; P00811; actives 0.041% (n = 370,000); AmpC hydrolysis of nitrocefin, absorbance 480 nm, 0.01% Triton; Potency, µM (doses to about 114 µM), without a hit: at the highest dose activity change, negative = inhibition, most hits filed as inhibitors; AID 485294;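 also: potency is read from the fitted curve at half-maximal effect; 0% = no-compound wells and -100% = no-enzyme wells; nearly all actives have a fitted effect of over 25% in size; some results filed as inactive show a strong effect at the top dose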
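AmpC (5.3 nM in the dispensed reagent) in 20 mM phosphate pH 7.0 with 0.01% (detergent screen) or 0.0001% Triton X-100 was preincubated with compounds for 15 min at room temperature. Nitrocefin was then added from an 800 uM solution, and hydrolysis was followed at 480 nm.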
* = called active by the depositor; ? = inconclusive; . = no result given; & = joins results of further samples; [ ] = remark or other dose. Unless noted, calls follow the shape of the dose curve; as a rule, active = well fitted curve in the direction sought with a large enough effect; inconclusive = small, poorly fitted or top-dose-only effect, or another doubt; inactive = no such curve, though single readings can be large; an effect the other way counts as inactive or inconclusive. Unless noted, % is scaled to controls: 0 for no effect and ±100 for the full control effect.

Order of results: HCMV antiviral	AmpC no deterg	Sm TGR inh	Giardia FBPA inh	AMA1 RON2 block	AmpC inh detg
Nc1nc2ccc(Cl)cc2c2nc(-c3ccco3)nn12
    .	-19%	-19%	0%&8%&5%	.	-6%
CCOc1ccc(N(CC(=O)NCc2ccccc2Cl)S(=O)(=O)c2c(C)[nH]c(=O)[nH]c2=O)cc1
    -35&-4	-9%	-1%&-7%	.	-9%	2%&0%
Cc1ccn(CCC(=O)N2CCCC(CCC(=O)NCc3ccc(F)c(F)c3)C2)n1 (stereo not drawn)
    -1	49%	1%	1%	2%	3%
Cc1ccc(NC(=O)c2cc(N(C)C)ccc2[P+](=O)O)cc1
    31	-2%	-4%	15%	1%	-13%
CCOc1ccc2c(c1)c(C(C)=O)c(C)n2Cc1ccco1
    -9	-8%	10µM*	-12%	-3%	-2%
NC(=O)Nn1c(CCC(=O)O)ccc1-c1ccc(Br)cc1
    12	-19%	14µM*	4%	-3%	?
Cc1cccc(-n2nnnc2-c2cnccc2C(F)(F)F)c1C
    7	8%	4%	-6%	-13%	-5%
O=c1[nH]cnc(O)c1C(c1ccc(Br)cc1)c1c(O)nc[nH]c1=O
    -1	-13%	?	4%	5%	12%
Cc1cc(C)c2sc(NC(=O)C3CC3)nc2c1
    128	-12%	-23%	5%	24%	-14%
Cc1cccn2c(=O)c(C(=O)NCCc3ccccc3)c(O)nc12
    ?	.	6%	.	.	19%
CC(=O)c1c(C)nc(-c2ccc(Cl)cc2)nc1NC(=O)C(C)C
    34	22%	1%	-10%	-9%	2%
O=C(Nc1nnc2n1CCS2)c1cc(C(F)(F)F)cc(C(F)(F)F)c1
    22	.	11%	.	.	4%
O=c1oc2cc(OCCO)ccc2c2c1CCCC2
    -4	-15%	-17%	7%	-6%	-7%
Cc1c(CN(C)C(=O)c2sc3cc(Cl)ccc3c2Cl)cnn1C
    -84*	122%[activator]	8%	-1%	3%	2%
O=C(Cn1cnc2ccccc2c1=O)Nc1cccc(-c2nnc3n2CCCCC3)c1
    -32	-1%	-7%	2%	-7%	-1%
COC(=O)CN1C(=O)NC2(CCCc3ccccc32)C1=O (stereo not drawn)
    ?	-6%	12%	6%	0%	-8%
Cc1cccc(NC(=O)c2oc3c(c2C)-c2[nH]ncc2CC3)c1C
    53	.	-13%	.	.	-8%
CC(C)c1ccc(-c2cc(C(=O)N3N=C(C(F)F)CC3(O)C(F)F)c3ccccc3n2)cc1 (stereo not drawn)
    36	-36%	15%	-13%	31%[activator]	14%
O=C(C1CCC(=O)N1Cc1ccccc1Cl)N1CCN(c2ccc(F)cc2)CC1 (stereo not drawn)
    -19	112%[activator]	14%	3%	4%	2%
COC(=O)c1cc2ccsc2n1CC(=O)N(C)C1CCCCC1
    -14	-10%	-1%	1%	13%	?
CCCCOc1cccc(C(=O)N(Cc2ccc(Cl)cc2)C2CCS(=O)(=O)C2)c1 (stereo not drawn)
    11	.	0%	.	.	-13%
CC(C)(C)OC(=O)N1CCC(c2cc(=O)n3[nH]cc(C(=O)Nc4ccc(F)c(Cl)c4)c3n2)CC1
    -5	-23%	10%	6%	14%	-1%
CCCS(=O)(=O)c1nc(S(=O)(=O)c2ccc(C)cc2)c(N2CCC(C(N)=O)CC2)s1
    ?	48%	45µM*	10%	-6%	-9%
COc1ccc(NC(=O)Nc2c(C)n(-c3ccccc3)c(=O)n2C)cc1OC
    -15	0%	3%	-8%	11%	?
COc1ccc(C)cc1NC(=O)C1CCN(S(C)(=O)=O)CC1
    9	-3%	-2%	7%	2%	?
CCCC1=C(C(=O)OCC)C(c2ccc(OC)c(C)c2OC)C(C#N)=C(N)O1 (stereo not drawn)
    -17	-9%	-3%	-10%	-4%	-12%
Cn1nc(C(=O)Nc2cccc(C(F)(F)F)c2)c2ccccc2c1=O
    69	132%[activator]	-28%	-2%	8%	1%
CCc1nn(Cc2c(C)cc(C)cc2C)c(=O)c2cc3cc(C)ccc3n12
    1	.	-5%	.	.	1%
COc1ccc(/C=C/C(=O)NC(=S)Nc2ccc(N3CCN(C(C)=O)CC3)cc2)cc1
    -32	-7%	4%	0%	16%	-2%
O=C(NC1CCCCCC1)c1ccc(-n2cnnc2)cc1
    41	-14%	-33%	2%	-18%	-1%
Cc1ccc(S(=O)(=O)N2CCN(CCOc3cccc(C)c3)CC2)cc1
    -18	34%	4%	.	-2%	2%
CC1CCCC(NC(=O)COC(=O)c2c[nH]c(=O)[nH]c2=O)C1C (stereo not drawn)
    -28	-8%	-11%	-2%	1%	0%
O=C(c1nc(-c2ccc(Cl)cc2)n2c1CCCCC2)N1CCN(c2ccccc2F)CC1
    10	.	6%	.	.	14%
Cc1cccc(C(=O)N2CCC(n3nnc4cc(F)ccc43)CC2)c1
    13	?	-12%	1%	4%	2%
CC(C)(C)C(=O)NNC(=O)c1ccc(Oc2cc(Cl)cc(Cl)c2)o1
    -40	4%	0%	2%	20%	-1%
CCOC(=O)c1sc2nc3c(SCCC(=O)O)cc(C(=O)c4cc(OC)ccc4O)cn3c(=O)c2c1C
    ?	-17%	-2%	?	8%	-12%
CCN(CC)CCCNC(=O)CN1N=C(c2ccc(OC)cc2)CCC1=O
    -33&163	-2%	4%&17%	7%	21%	-1%&2%
COc1cccc(NC(=O)NC2CCCc3ccccc32)c1 (stereo not drawn)
    -67*	-43%	9%	-6%	1%	5%
CC1(C(=O)Nc2nnc(C(C)(C)C)s2)Cc2ccccc2C(=O)O1 (stereo not drawn)
    44	-16%	-9%	-4%	4%	-10%
Cc1ccc2nc(Nc3ccccc3)c(/C=N/O)c(=O)n2c1
    -24	-18%	-12%	4%	-4%	?
O=C(Cn1nnc2c(cnn2-c2ccc(F)cc2)c1=O)OC1CCCCC1
    -8	-21%	1%	3%	-24%	-2%
O=C(CCNC(=O)c1ccc(Br)cc1)Nc1ccccc1N1CCCC1
    -11	-4%	-5%	.	-1%	-1%
CN(C)CC(C)(C)CNS(=O)(=O)c1ccc(Cl)c(Cl)c1
    -24&82	-19%&-4%	1%&-6%	3%&0%	47%&-8%[activator]	-4%&-3%
O=C(Cn1ncc2c(Cl)cccc21)NCc1cccc(F)c1
    8	.	0%	.	.	-2%
Cc1cc(NC(=O)NC(=O)c2ccccc2)no1
    -34	-13%	-11%	4%	0%	1%
CC1(C)Cc2ccccc2C(c2cc3ccccc3oc2=O)=N1
    -70*	-1%	-27%	4%	-2%	?
CCN(Cc1ccccc1)S(=O)(=O)c1ccc(N2CCCCS2(=O)=O)cc1
    -37	.	6%	.	.	-6%
Cc1cccc(/C=C2\CCC(C3CCCC3)C2=O)c1 (stereo not drawn)
    -37	-29%	-11%	-1%	-21%	?
COCCNC(=O)c1cc2n(n1)CCCN(Cc1ccc(C)cc1)C2=O
    -1	.	2%	.	.	-4%
Cc1ccc(-n2c(-c3c(-c4ccccc4)noc3C)n[nH]c2=S)cc1
    48	-29%	2%	6%	70%[activator]	3%
C/C(=N\NC(=O)CNc1cccc2ccccc12)c1ccc(Br)s1
    21	-13%	-10%	-12%	-9%	-9%
Nc1[nH]nc2nc(N3CCOCC3)nc(-c3ccccc3)c12
    23	-5%	6%	-1%	-6%	6%
Cc1cc(-c2ccc(Cl)cc2)n2nc(N)nc2n1
    32	-45%	13%	-3%	-6%	?
CN(CCCOc1ccccc1Br)Cc1ccccc1
    18	0%	.	0%	-11%	2%
CC(OC(=O)c1cc2sccc2n1C)C(=O)NCc1cccs1 (stereo not drawn)
    ?	-24%	-9%	1%	0%	-11%
Cc1ccc(C2=Nc3ccccc3N(CC(=O)Nc3cccc(F)c3)C(=O)C2)cc1C
    31	.	1%	.	.	18%
COc1ccc(NC2CCCN(C(=O)CCCn3cncn3)C2)cc1 (stereo not drawn)
    13	-10%	-11%	.	.	-5%
Cc1cccc(N2CCN(C(=O)COc3cccc4c3OC(C)(C)C4)CC2)c1C
    18	55%	-7%	-3%	-11%	-10%
CCOC(=O)/C(=C/c1c2ccccc2cc2ccccc12)NC(=O)c1ccccc1
    -20	-12%	16%	-1%	19%	0%
Cc1cccc(C(=O)NC(=S)N2CCN(C(=S)NC(=O)c3cccc(C)c3)CC2)c1
    33	-26%	1%	9%	73%[activator]	1%

Exported in CSV form: part of the list above
mol,HCMV antiviral,AmpC no deterg,Sm TGR inh,Giardia FBPA inh,AMA1 RON2 block,AmpC inh detg
COCCNC(=O)c1cc2n(n1)CCCN(Cc1ccc(C)cc1)C2=O,-1,.,2%,.,.,-4%
Cc1ccc(-n2c(-c3c(-c4ccccc4)noc3C)n[nH]c2=S)cc1,48,-29%,2%,6%,70%[activator],3%
C/C(=N\NC(=O)CNc1cccc2ccccc12)c1ccc(Br)s1,21,-13%,-10%,-12%,-9%,-9%
Nc1[nH]nc2nc(N3CCOCC3)nc(-c3ccccc3)c12,23,-5%,6%,-1%,-6%,6%

(list continues)
Order of results: HCMV antiviral	AmpC no deterg	Sm TGR inh	Giardia FBPA inh	AMA1 RON2 block	AmpC inh detg
CCc1cccc(C)c1NC(=O)Cn1c(=O)n(-c2ccc(C)cc2)c(=O)c2c1cnn2C
    14	.	-5%	.	.	4%
Fc1ccc(C2=Nn3c(nnc3-c3ccco3)SC2)cc1
    -28	-16%	-10%	2%	-9%	-6%
CCCNc1nc2ccccc2c(=O)[nH]1
    -27	-15%	-1%	1%	5%	0%
COc1ccc(CCNS(=O)(=O)c2ccc(C(=O)NCc3ccco3)cc2)cc1OC
    .	-20%	0%	10%	-5%	-11%
CCC1Nc2ncnc(N3CCN(c4ccccc4)CC3)c2N(Cc2ccc(Cl)cc2)C1=O (stereo not drawn)
    -15	104%[activator]	?	.	-22%	2%
CCOc1cc(/C=N\Nc2ccc([N+](=O)[O-])cc2)ccc1OCC(=O)Nc1ccc(C)c(C)c1
    ?	-33%	5%	8%	5%	1%
O=C(CSc1nc2ccsc2c(=O)n1Cc1ccccc1Cl)NCc1ccc(F)cc1
    -13	.	-4%	.	.	-3%
COC(=O)[C@]1(C)CCC[C@@]2(C)C3CC[C@@]4(C)C[C@]3(CCC21)CC4=NO (stereo partly drawn)
    -24	45%	-7%	.	-13%	-1%
CCOc1ccc(OCC)c(C2C(C#N)=C(N)N(c3cccnc3)C3=C2C(=O)CC(C)(C)C3)c1 (stereo not drawn)
    -5	94%[activator]	22µM*	-26%	4%	-15%
COCCNC(=O)CCSCc1ccccc1F
    -8	-6%	-19%	1%	8%	3%
CCOc1ccc(C(=O)NCC(=O)OC2CCOC2=O)cc1OCC (stereo not drawn)
    12	31%	-5%	17%	-10%	-3%
CCOc1cccc2cc(C(=O)NCc3ccc(C)cc3)c(=N)oc12
    5	-4%	-6%	-8%	-6%	2%
CCC(C)Sc1cccc(-c2nc3cnccn3c2NC2CCCCC2)c1 (stereo not drawn)
    40	3%	.	.	30%[activator]	.

Compound activity (PubChem BioAssay)
